Bioassay records from PubChem.
SENP8 block-1 = blocks the human protease SENP8; Q96LD8; purified SENP8, Z-RLRGG-aminoluciferin cleavage, luminescence; inhibition, % at 10 µM; 330,000 compounds, 1.2% hits; AID 2540; in the data active means inhibition above about 50%
Target sequence (Q96LD8 whole entry, looked up): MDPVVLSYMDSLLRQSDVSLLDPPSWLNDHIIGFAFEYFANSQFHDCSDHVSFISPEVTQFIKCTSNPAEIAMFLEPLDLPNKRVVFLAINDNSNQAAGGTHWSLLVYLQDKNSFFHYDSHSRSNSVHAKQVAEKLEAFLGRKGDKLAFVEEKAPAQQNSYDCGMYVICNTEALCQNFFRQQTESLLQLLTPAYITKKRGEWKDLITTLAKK
Apaf-1 inh = inhibitors of human Apaf-1 apoptosome | O14727 | reconstituted apoptosome caspase-3 activity, DEVD-Rh110 fluorescence | inhibition, % at 20 µM | 330,000 compounds, 0.71% hits; active means inhibition of at least 40% at 20 µM;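 further: plate controls were DMSO wells for no effect and DEVD-CHO caspase inhibitor wells for full effect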
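Material: reconstituted apoptosome with Apaf-1, cytochrome c, caspase-9, procaspase-3, dATP. Technique: Rh110 fluorescence intensity. Buffer or medium: pH 7.5 Hepes buffer with CHAPS, BSA, DTT. Times: 30 min plus 50 min, RT.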
SENP7 inh = inhibitors of human SENP7 protease. inhibition, % at 5 µM. recombinant SENP7, Z-RLRGG-aminoluciferin luminescence, 40 min. Q9BQF6. AID 434973. 330,000 compounds, 1.5% hits;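 active means inhibition above about 50% at the single test dose, limit read from the data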;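 further: plate controls were DMSO with enzyme for no effect and no enzyme buffer wells for full effect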
SENP1 FRET inh = blocks the human SENP1 SUMO protease catalytic domain. Q9P0U3. recombinant SENP1 catalytic domain, CyPet-SUMO1-YPet FRET cleavage. inhibition, % at 10 µM. 360,000 compounds, 0.21% hits. AID 624204;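 active means inhibition at least 30% at 10 µM, raw YFP signal under a set limit, fluorescence ratio 0.5 to 1.5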;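 further: 0% = enzyme with DMSO and 100% = no enzyme wells; some results filed as inactive read as strong as hits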
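Material – human SENP1 catalytic domain · Input – SENP1 enzyme, 20 pM final · Compound dosing – single concentration of 10 µM compound, 0.5% DMSO final · Timing – enzyme reaction for 50 min at room temperature, dark · Measured by – FRET fluorescence in CFP and YFP emission channels · Control set – no-enzyme wells low, DMSO-plus-enzyme wells high control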
SENP8 block-2 = inhibitors of human SENP8 protease; inhibition, % at 20 µM; Q96LD8; recombinant SENP8, Nedd8 substrate fluorescence; AID 602440; 360,000 compounds, 0.64% hits; in the data active means inhibition mostly above about 40%, no sharp cut-off; inactive means mostly below about 27%
SENP6 inh = inhibitors of human SENP6 protease | Recombinant SENP6 catalytic domain, aminoluciferin luminescence | Q9GZR1 | 330,000 compounds, 1.8% hits | inhibition, % at 10 µM | AID 2599;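 active means inhibition above about 50% at the single tested dose, limit read from the data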;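 further: plate controls were DMSO wells with enzyme for no effect and DMSO wells lacking enzyme for full effect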
HKDC1 inh = inhibitors of human hexokinase HKDC1 | 340,000 compounds, 0.16% hits | Q2TB90 | recombinant HKDC1, G6PDH/diaphorase resazurin coupled fluorescence | inhibition, % at 20 µM | AID 493160;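 active means inhibition above about 35% when tested at 20 µM, limit read from the data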;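 further: plate controls were DMSO wells with enzyme for no effect and DMSO wells lacking enzyme for full effect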
Target sequence (Q2TB90 whole entry, looked up): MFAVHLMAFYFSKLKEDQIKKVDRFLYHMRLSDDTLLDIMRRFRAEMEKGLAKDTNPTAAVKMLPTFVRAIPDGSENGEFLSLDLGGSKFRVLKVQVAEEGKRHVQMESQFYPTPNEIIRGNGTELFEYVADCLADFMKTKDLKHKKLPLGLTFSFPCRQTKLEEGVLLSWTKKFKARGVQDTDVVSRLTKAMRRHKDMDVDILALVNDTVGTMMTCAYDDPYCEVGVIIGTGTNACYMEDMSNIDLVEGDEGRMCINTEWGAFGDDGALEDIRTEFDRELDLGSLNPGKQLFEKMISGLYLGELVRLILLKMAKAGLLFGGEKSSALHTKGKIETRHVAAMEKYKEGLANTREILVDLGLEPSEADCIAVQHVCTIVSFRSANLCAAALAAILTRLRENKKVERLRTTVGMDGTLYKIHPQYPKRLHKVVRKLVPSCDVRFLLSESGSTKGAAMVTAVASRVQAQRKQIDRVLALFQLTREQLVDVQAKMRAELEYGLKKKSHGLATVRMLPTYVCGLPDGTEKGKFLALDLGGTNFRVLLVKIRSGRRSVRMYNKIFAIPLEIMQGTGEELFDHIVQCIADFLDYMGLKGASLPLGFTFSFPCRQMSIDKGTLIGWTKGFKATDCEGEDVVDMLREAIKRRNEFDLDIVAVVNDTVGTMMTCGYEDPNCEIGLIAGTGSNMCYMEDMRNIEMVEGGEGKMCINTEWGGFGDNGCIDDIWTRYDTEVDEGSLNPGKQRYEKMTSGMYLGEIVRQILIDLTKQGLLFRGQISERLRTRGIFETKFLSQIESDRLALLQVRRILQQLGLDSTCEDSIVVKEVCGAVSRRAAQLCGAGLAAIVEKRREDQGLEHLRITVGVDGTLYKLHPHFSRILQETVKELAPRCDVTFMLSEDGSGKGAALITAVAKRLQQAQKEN
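Material – in-house recombinant HK5 (HKDC1) enzyme · Quantity – HKDC1 at 5 µg/mL · Buffer or medium – pH 8.0 Tris buffer with 10 mM MgCl2 · Reagent – glucose with 1 mM ATP · Dosing – single 20 µM dose · Times – reaction time 90 min, room temperature, protected from light · Technique – resorufin fluorescence at 613 nm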
PfG6PD inh = PfG6PD (Plasmodium falciparum) enzyme inhibition | AID 504690 | inhibition, % at 20 µM | PfGluPho enzyme, NADPH resazurin-diaphorase fluorescence | 350,000 compounds, 0.78% hits;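 active means inhibition reaching at least a set limit at 20 µM in the primary screen, cut at about 59% in these data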;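 further: 0% = DMSO wells with substrate and 100% = DMSO wells lacking glucose-6-phosphate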
* hit, by the source's call; nt = no result given.

No. | Molecule | SENP8 block-1 | Apaf-1 inh | SENP7 inh | SENP1 FRET inh | SENP8 block-2 | SENP6 inh | HKDC1 inh | PfG6PD inh
1 | Cc1ccc(C(=O)C(C)OC(=O)Cn2cnc3c2c(=O)n(C)c(=O)n3C)cc1 (stereo unspecified) | -2 | -4 | -8 | 2 | 17 | -2 | -5 | 0
2 | CC(NC(=O)Cn1nc(-c2ccccc2)ccc1=O)c1ccccc1 (stereo unspecified) | -6 | 1 | -10 | 1 | -4 | -2 | -3 | 1
3 | N#C/C(=C\c1ccc(OCc2ccccc2)cc1)C(N)=O | -1 | 6 | 0 | 0 | -2 | 19 | -2 | 2
4 | O=C(COC(=O)c1ccc(O)cc1)Nc1ccc(Cl)cc1 | -4 | 6 | -1 | nt | nt | -9 | 8 | 6
5 | COC(=O)C1C(=O)C2=C(CC1C)NC(C)=C(C(=O)OC(C)C)C2c1ccc(OC)c(O)c1 (stereo unspecified) | -3 | -1 | 1 | -4 | -260 | 9 | -4 | 6
6 | CCOc1c(C)cc(S(=O)(=O)NCc2cccnc2)c(C)c1C | -20 | 5 | -15 | 1 | 1 | -26 | -6 | -6
7 | c1ccc(COc2ncnc3c2ncn3CCCNCCN2CCOCC2)cc1 | nt | nt | nt | 1 | 6 | nt | -6 | 1
8 | O=C(O)c1[nH]c2ccc([N+](=O)[O-])cc2c1-c1ccccc1 | -4 | -6 | -1 | 2 | 19 | 8 | 2 | -17
9 | CC[C@@H](C)[C@@H]1CN([C@@H](C)CN2CCC[C@H]2CN2C(N)=NC[C@@H]2Cc2ccccc2)C(=N)N1CCc1ccc(Cl)c(Cl)c1 | 9 | 71* | -3 | -1 | 20 | -5 | 2 | 8
10 | Cc1nc2ccccc2n2c(-c3ccccc3)c3c(=O)n(C)c(=O)n(C)c3c12 | -5 | 9 | 0 | -9 | -493 | -6 | -3 | 3
11 | CCOc1ccc(N2C(=O)CC(N3CCC(O)(c4ccc(Br)cc4)CC3)C2=O)cc1 (stereo unspecified) | -10 | 10 | -11 | 3 | 19 | -12 | 3 | -3
12 | Cc1ccc(-c2nc(N)s[n+]2-c2ccccc2)cc1 | nt | nt | nt | 1 | 11 | nt | -6 | 110*
13 | CCOC(=O)C1CCCN(C(=O)CCn2nc(-c3ccccc3)ccc2=O)C1 (stereo unspecified) | -1 | -12 | 0 | -1 | 5 | 6 | -4 | -15
14 | CCN(CC)CCCN=C1N[C@@H](c2cccc(C(F)(F)F)c2)C(C(=O)OC)=C(C)N1CC | 1 | 13 | -4 | -1 | 10 | 0 | 6 | 5
15 | COc1ccc(-c2noc(COc3ccc(Cl)c(C)c3)n2)cc1 | 0 | 4 | 1 | 3 | 14 | -1 | 4 | -6
16 | O=c1cc(N2CCCCC2)c(-c2ccccc2)nn1Cc1ccccc1Cl | -9 | 24 | 20 | 1 | 20 | -23 | 2 | -11
17 | COc1ccc(NC(=O)CCCN(C)S(=O)(=O)c2ccc(C)cc2)cc1 | -8 | 14 | 7 | 1 | 10 | 11 | -2 | -3
18 | OC(CNc1nc(-c2cccnc2)nc2ccccc12)c1ccccc1 (stereo unspecified) | -6 | 18 | -2 | -10 | -48 | -14 | 10 | -3
19 | CC1CCCC(C)N1C(=O)CSc1nnc(-c2c[nH]c3ccccc23)o1 (stereo unspecified) | -2 | -1 | -7 | 1 | 22 | -8 | -4 | -2
20 | CCN(CC)C(=O)CSc1nnc(CNc2ccc(F)cc2)n1Cc1ccco1 | -6 | 11 | -10 | -3 | 7 | -20 | 2 | 16
21 | CCc1nccn1CCC(=O)N1CCCC(Nc2ccc(F)cc2)C1 (stereo unspecified) | -2 | 7 | 1 | 1 | 9 | 10 | -2 | 6
22 | COc1ccc(C(=O)Nc2ccnn2C2CCN(C(=O)C3CCOC3)CC2)cc1 (stereo unspecified) | 3 | 6 | 0 | 1 | 4 | -7 | -2 | -21
23 | COC(=O)c1cccc(Nc2ccc([N+](=O)[O-])cn2)c1 | -13 | 2 | 1 | -26 | -10 | -22 | -6 | 1
24 | CSCC(=O)NC1CCCc2c1cnn2-c1ccc(C)c(C)c1 (stereo unspecified) | -13 | 3 | 6 | -1 | 11 | -5 | -4 | 5
25 | CCOC(=O)c1cc(NC(=O)CSCCO)ccc1Cl | -4 | -5 | -1 | 0 | -29 | -5 | -1 | 10
26 | CCc1ccc(N=Nc2ccc(O)c3[nH]cnc23)cc1 | 28 | 3 | 31 | 76* | 33 | 25 | 3 | 10
27 | Cc1ccc(C(=O)Oc2ccccc2N2C(=O)C3CCCCC3C2=O)cc1 (stereo unspecified) | -11 | -2 | 2 | 4 | 14 | 9 | -4 | -15
28 | Cc1ccc2nc3n(c(=O)c2c1)CCC3 | 9 | -6 | 4 | 3 | 1 | -25 | -5 | 1
29 | O=C(Nc1ccc(N2CCCCC2)cc1)c1ccccc1 | 75* | -6 | 90* | 0 | 14 | 84* | -5 | 11
30 | CN(C)C1(CNC(=S)Nc2ccccc2C(F)(F)F)CCCCC1 | -9 | -1 | -1 | 2 | 1 | 6 | -15 | 13
31 | COCc1cc(=O)n2[nH]c(-c3ccco3)cc2n1 | -5 | -5 | 3 | -1 | -116 | -12 | -2 | 5
32 | Cc1ccccc1NC(=O)c1sc2nc(N3CCOCC3)c3c(c2c1N)CCCC3 | 2 | 13 | 17 | -37 | -378 | 7 | 9 | 56
33 | Cc1ccc(S(=O)(=O)N2CCN(C(=O)COC(=O)c3cc(C)oc3C)CC2)cc1 | -2 | -10 | 0 | 0 | 12 | -8 | -2 | 4
34 | CN(CC(=O)NC1CCCCCC1)S(=O)(=O)c1ccc(F)cc1 | 4 | 6 | -9 | 1 | 3 | -6 | -9 | 18
35 | COc1ccccc1NC(=O)N1CCN(c2cccc(C(F)(F)F)c2)CC1 | -7 | 16 | -6 | 0 | 12 | -11 | -1 | 10
36 | COc1ccc(NC(=O)COC(=O)Cc2c(F)cccc2Cl)cc1 | -9 | 0 | -6 | 2 | 10 | -21 | -10 | -18
37 | Cc1c(=O)n(OCc2ccccc2F)c2ccccc2[n+]1[O-] | -4 | -1 | 4 | 0 | -166 | -4 | -3 | 16
38 | COc1ccc(NC(=O)CSc2nc(N3CCCCC3)nc(N3CCCCC3)n2)cc1 | 1 | 6 | 5 | 1 | 0 | -11 | 7 | 7
39 | CCC(C)c1ccc(S(=O)(=O)N2CCN(C(C)CC(=O)O)CC2)cc1 (stereo unspecified) | -3 | -5 | 0 | -1 | 12 | 19 | -4 | 6
40 | COc1ccc(/C=N/NC(=O)c2cc(C34CC5CC(CC(C5)C3)C4)[nH]n2)cc1O | 7 | 17 | 5 | 2 | -15 | -10 | -2 | 17
41 | O=C(NCc1ccncc1)C1CCCN(S(=O)(=O)c2ccc(Br)cc2)C1 (stereo unspecified) | 2 | 1 | -4 | 2 | 13 | -13 | -4 | 11
42 | O=C(NC1CCCCC1)Sc1ccc(Cl)cc1 | 4 | -4 | 8 | -2 | 10 | -10 | 4 | 33
43 | Cc1cccc(-n2cc(CN3CCCN(C=O)CC3)c(-c3cccc(F)c3)n2)c1 | -1 | 6 | -1 | 0 | -1 | -18 | 0 | -8
44 | COc1ccc(N(C(=O)Cn2nnc3ccccc32)C(C(=O)NCc2ccco2)c2ccc(C)o2)cc1 (stereo unspecified) | -4 | 7 | -5 | 1 | 28 | -5 | -5 | -19
45 | COc1ccc2nc(NC(=O)C3CCN(C(=O)c4ccc(F)cc4)CC3)sc2c1 | -7 | 18 | 11 | -2 | -42 | -5 | 3 | 5

Only SENP7 inh, SENP8 block-1 and SENP1 FRET inh, for 2 of the compounds above:
cpd	Molecule	SENP7 inh	SENP8 block-1	SENP1 FRET inh
38	COc1ccc(NC(=O)CSc2nc(N3CCCCC3)nc(N3CCCCC3)n2)cc1	5	1	1
39	CCC(C)c1ccc(S(=O)(=O)N2CCN(C(C)CC(=O)O)CC2)cc1 (stereo unspecified)	0	-3	-1

Other records:
No. | Molecule | SENP8 block-1 | Apaf-1 inh | SENP7 inh | SENP1 FRET inh | SENP8 block-2 | SENP6 inh | HKDC1 inh | PfG6PD inh
46 | Cc1nc(NC(=O)c2ccccc2)sc1-c1csc(Nc2ccc(Cl)cc2Cl)n1 | 33 | -5 | 59* | nt | nt | 51* | nt | nt
47 | c1coc(-c2nnc(-c3ccco3)nn2)c1 | 55* | 84* | 11 | 26 | 87* | 73* | 30 | 49
48 | CSc1nsc(N/N=C/c2ccc3c(c2)OCO3)c1C#N | 24 | -3 | 53* | -54 | -255 | 45 | 14 | -12
49 | C=C1CCC2[C@](C)(CO)[C@H](O)CC[C@@]2(C)[C@@H]1C/C=C1\C(=O)OC[C@H]1O (stereo partly specified) | -11 | -8 | 2 | 3 | 17 | 2 | 8 | -7
50 | COc1cccc2cc(CC(=O)c3ccc(C)c(C)c3)c(=O)oc12 | 0 | 5 | -2 | 2 | 14 | -7 | 1 | 1
51 | Cc1cc(NC(=O)CCC(=O)N(CC(=O)NCC2CCCO2)c2ccc(C)c(C)c2)no1 (stereo unspecified) | 1 | -8 | -4 | 1 | 4 | -2 | -2 | 4
52 | COc1ccc(CN2CCNC(=O)C2CC(=O)N(C)Cc2nonc2C)c(F)c1 (stereo unspecified) | 1 | -4 | 1 | -3 | -52 | -15 | -6 | 4
53 | O=C(c1ccc(Cl)cc1[N+](=O)[O-])N1CCc2ccccc2C1 | -7 | -1 | -5 | 3 | 15 | -4 | 3 | -18
54 | COc1ccc(-c2[nH]ncc2CN2CCC(c3ccncc3)CC2)cc1F | -7 | -13 | 0 | 3 | 27 | 1 | -6 | -6
55 | CC1CCCN(C(=O)c2cccc(S(=O)(=O)Nc3cc(C(F)(F)F)ccc3Cl)c2)C1 (stereo unspecified) | nt | nt | nt | 2 | 14 | nt | 20 | -34
56 | O=C(NC1(C(=O)NC2CCCCC2)CCCCC1)c1ccc2c(c1)OCO2 | 4 | -3 | 3 | 0 | 0 | 1 | 3 | -1
57 | Cc1ccc(C2=CC(c3ccc(C)cc3)n3ncnc3N2)cc1 (stereo unspecified) | -5 | 13 | 3 | -30 | -480 | 1 | 3 | 0
58 | CCN(C(=O)c1cc2cccc(OC)c2oc1=O)c1ccccc1 | -7 | 8 | 5 | 3 | -3 | -6 | -6 | 1
59 | COc1ccc(N2CCCCn3c2nc2c3c(=O)n(C)c(=O)n2C)cc1 | -10 | 11 | -4 | 2 | 15 | 0 | -1 | -7
60 | O=C(c1ccc(F)cc1F)N1CCCC(c2nc(-c3cccs3)no2)C1 (stereo unspecified) | -14 | 8 | -2 | 0 | 20 | -21 | 0 | -4
61 | CCOC(=O)/C(C#N)=C1/C=CN(C)C=N1 | -4 | -1 | -2 | -1 | 34 | -3 | -7 | -1
62 | COC(=O)c1ccc(C(=O)OC)c(NC(=S)N2CCCC(C)C2)c1 (stereo unspecified) | 8 | 6 | 9 | -57 | -396 | 0 | -3 | -13

Of the compounds above, two contain two or more sulfur atoms:
No. | Molecule | SENP8 block-1 | Apaf-1 inh | SENP7 inh | SENP1 FRET inh | SENP8 block-2 | SENP6 inh | HKDC1 inh | PfG6PD inh
46 | Cc1nc(NC(=O)c2ccccc2)sc1-c1csc(Nc2ccc(Cl)cc2Cl)n1 | 33 | -5 | 59* | nt | nt | 51* | nt | nt
48 | CSc1nsc(N/N=C/c2ccc3c(c2)OCO3)c1C#N | 24 | -3 | 53* | -54 | -255 | 45 | 14 | -12

Hits appear at their usual frequency; 3.6% or so of the library scored in one or more.
